High-throughput results deposited in PubChem BioAssay by National Center for Advancing Translational Sciences (NCATS).
ERG Ets-DNA blk – inhibitors of human ERG Ets domain-DNA interaction. Potency, µM (highest dose often 76.9 µM), for the others: at the highest dose FP activity, negative = inhibition, actives largely listed as inhibitors. P11308. 370,000 compounds, 0.028% hits. fluorescence polarization, His-ERG Ets domain / labelled DNA; active = well fitted inhibition curve with a large enough effect in the polarisation, with a control signal flat; inconclusive = small, poorly fitted or top-dose-only effect, or effect the other way, or a change in a side signal; inactive = no such curve, though single readings can be large or run the other way; the % refers to the polarisation;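 also: polarization taken with two DNA probes labelled with fluorescein and Texas red; % of control where 0% means no effect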
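His-tagged ERG Ets domain (1 uM in the protein solution; 300mM KCl, 50mM Tris-HCl, 1mM EDTA, 1mM DTT, pH 7.5) received compound, then a probe mix of 5 nM fluorescein-DNA and 100nM Texas-615-DNA. Fluorescence polarization was read for both dyes.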
Pin1 inh – human Pin1 inhibition. Potency, µM (series often up to 115 µM), inactives show at the top dose activity, negative = inhibition, usual class: inhibitors. Pin1 FP peptide displacement, HiFluor488, 10 min. 390,000 compounds, 0.009% hits; active = well fitted inhibition curve with a large enough effect in the polarisation, with a control signal flat, not every such curve was filed as active; inconclusive = small, poorly fitted or top-dose-only effect, or effect the other way, or a change in a side signal; inactive = no such curve, though single readings can be large or run the other way; the % refers to the polarisation; also: % is scaled to controls: 0 for no effect and ±100 for the full control effect
JMJD2A Tudor – inhibitors of human JMJD2A Tudor domain | O75164 | AlphaScreen JMJD2A-Tudor / H3K4me3 peptide binding | Potency, µM (highest dose often 114 µM), for inactives: at the top dose activity change, negative = inhibition, most hits filed as inhibitors | 390,000 compounds, 4.4% hits | AID 504339; also: % is scaled to controls: 0 for no effect and ±100 for the full control effect; nearly all actives have a fitted effect of over 50% in size
Tb PGK inh – T. brucei PGK inhibition; AID 602233; PGK/GAPDH coupled, Kinase-Glo luminescence, 60 min; P07378; Potency, µM (titrated, usually from 57.5 µM), inactives show top-dose activity change, negative = inhibition, actives largely listed as inhibitors; 380,000 compounds, 0.043% hits; also: % is scaled to controls: 0 for no effect and ±100 for the full control effect; nearly all actives have a fitted effect of over 60% in size
Target sequence (P07378 whole entry, looked up): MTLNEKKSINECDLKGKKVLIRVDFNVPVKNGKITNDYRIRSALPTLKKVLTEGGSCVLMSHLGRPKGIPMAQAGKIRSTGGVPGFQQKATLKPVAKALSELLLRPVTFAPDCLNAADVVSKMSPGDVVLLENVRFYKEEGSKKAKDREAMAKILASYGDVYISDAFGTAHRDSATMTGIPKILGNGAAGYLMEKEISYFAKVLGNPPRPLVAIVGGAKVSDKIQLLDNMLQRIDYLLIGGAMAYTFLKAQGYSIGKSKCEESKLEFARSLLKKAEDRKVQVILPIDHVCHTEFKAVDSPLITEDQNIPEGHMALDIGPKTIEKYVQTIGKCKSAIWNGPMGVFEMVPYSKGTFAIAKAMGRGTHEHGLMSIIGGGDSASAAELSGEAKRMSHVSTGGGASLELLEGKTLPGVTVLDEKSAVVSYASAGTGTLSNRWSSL
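Luminescent ATP detection (Kinase-Glo Plus) follows a 60-minute room-temperature incubation, with wells lacking PGK as controls. Buffer: 100 mM TEA (pH 7.6), 5 mM MgCl2, 0.01% Tween-20. Coupling enzyme GAPDH (100 nM final) supplies unstable 1,3-BPG in-well.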
12-LOX inh – ALOX12 (human) lipoxygenase inhibition. purified 12hLO, xylenol orange hydroperoxide absorbance. Potency, µM (doses to about 108 µM), without a hit: at the highest dose activity change, negative = inhibition, most hits filed as inhibitors. 580,000 compounds, 1.1% hits. AID 1671190; also: % is scaled to controls: 0 for no effect and ±100 for the full control effect
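Purified human 12hLO (150 nM final) in 25 mM Hepes, 0.01% Triton X-100, pH 7.0 was preincubated 15 min at room temperature with compound. Then 40 uM arachidonic acid was added, 30 min. Hydroperoxide was read by Fe-XO absorbance ratio 573/405 nm.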
GLS inhibitor – inhibitors of human glutaminase (GLS); GLS enzymatic activity, qHTS titration; Potency, µM (top dose mostly 45.5 µM), for the others: top-dose activity change, negative = inhibition, actives largely listed as inhibitors; 410,000 compounds, 0.21% hits; O94925; also: % is scaled to controls: 0 for no effect and ±100 for the full control effect
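Human kidney-isoform GLS in 45 mM KH2PO4 pH 8.2, 0.02% Tween-20, with compound, started with 1mM L-Glutamine (added stock). Glutamate oxidase/HRP/Amplex red coupled fluorescence read at start and after 30 min at RT.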
rTrxR1 inhibitor – blocks rat thioredoxin reductase 1 | Potency, µM (titrated, usually from 114 µM), for inactives: at the highest dose activity change, negative = inhibition, actives largely listed as inhibitors | recombinant rTrxR1, NADPH fluorescence consumption, selenite substrate | 390,000 compounds, 1% hits; also: % is scaled to controls: 0 for no effect and ±100 for the full control effect; nearly all actives have a fitted effect of over 65% in size
Target sequence (O89049 whole entry, looked up): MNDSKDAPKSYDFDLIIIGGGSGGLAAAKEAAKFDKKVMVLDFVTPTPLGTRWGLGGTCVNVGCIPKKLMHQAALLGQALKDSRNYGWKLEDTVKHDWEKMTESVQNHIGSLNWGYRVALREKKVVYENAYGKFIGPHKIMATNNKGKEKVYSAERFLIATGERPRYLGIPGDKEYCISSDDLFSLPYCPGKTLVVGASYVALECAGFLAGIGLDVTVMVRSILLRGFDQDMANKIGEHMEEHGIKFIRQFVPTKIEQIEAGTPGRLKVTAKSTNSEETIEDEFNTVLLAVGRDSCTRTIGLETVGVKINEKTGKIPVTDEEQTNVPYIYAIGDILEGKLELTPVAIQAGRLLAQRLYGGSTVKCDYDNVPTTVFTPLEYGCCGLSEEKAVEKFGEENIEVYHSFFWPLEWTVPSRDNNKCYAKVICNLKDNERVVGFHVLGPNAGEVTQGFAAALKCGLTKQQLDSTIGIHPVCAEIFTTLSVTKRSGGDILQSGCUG
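Rat TrxR1 (90 nM in the dispensed reagent) was pre-reduced with 400 uM NADPH for 5 min at room temperature, then incubated with compound for 15 min. After 400 uM selenite was added, NADPH fluorescence (Ex 340/Em 450 nm) was followed for 8 min.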
HP1b binding inh – inhibitors of HP1-beta chromodomain binding to methylated histone tails. P83916. AlphaScreen HP1-beta / biotin-H3K9me3 peptide binding. Potency, µM (highest dose often 114 µM), inactives show at the highest dose activity change, negative = inhibition, hits mostly inhibitors. 390,000 compounds, 0.56% hits; also: nearly all actives have a fitted effect of over 70% in size; inactives centre near 23
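AlphaScreen: HP1-beta (50 nM) preformed 30 min with biotin-H3(1-18)K9me3 peptide (50 nM) in PBS pH 7.4, 0.01% Tween-20. Compound added for 30 min at RT, then streptavidin donor/nickel chelate acceptor beads (10 ug/mL) for 30 min.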
RGS4 inhibitor – blocks human RGS4-accelerated GTP hydrolysis; 390,000 compounds, 0.039% hits; Potency, µM (doses to about 114 µM), for inactives: top-dose activity change, negative = inhibition, actives largely listed as inhibitors; Transcreener GDP fluorescence polarization, RGS4-accelerated GTP hydrolysis; also: % is scaled to controls: 0 for no effect and ±100 for the full control effect; nearly all actives have a fitted effect of over 75% in size; some results filed as inactive show a strong effect at the top dose
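MLSMR compounds (23 nl, pin-transferred) preincubated 10 min at room temperature with a 500nM (2x) first reagent, then RGS4 at 900nM (2x) plus Transcreener GDP mix added; fluorescence polarization (620/688 nm) read before and after 90 min at 30 °C.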
An asterisk follows results filed as active; i = inactive; ? = inconclusive; . = not tested or not shown; [ ] = another dose, or the depositor's remark. Unless noted, calls follow the shape of the dose curve; as a rule, active = well fitted curve in the direction sought with a large enough effect; inconclusive = small, poorly fitted or top-dose-only effect, or another doubt; inactive = no such curve, though single readings can be large; an effect the other way counts as inactive or inconclusive. Potency is read from the fitted curve at half-maximal effect. The list is partial. The share of hits here may be higher or lower than overall.

GLS inhibitor	12-LOX inh	rTrxR1 inhibitor	Pin1 inh	ERG Ets-DNA blk	RGS4 inhibitor	JMJD2A Tudor	Tb PGK inh	HP1b binding inh	compound
0%	1%	18%[57.1 µM]	7%	-5%	-17%	10%	4%	32%	CCOc1ccc(-c2ccc(SCC(=O)Nc3nnc(C)s3)nn2)cc1
21%	?	9%	-3%	6%	-3%	?	11%	-6%	CCOC(=O)c1[nH]c2ccc(F)cc2c1NC(=O)C(C)N1CCc2cc(OC)c(OC)cc2C1 (centres undefined)
-9%	-5%	21%[57.1 µM]	-3%	-2%	12%	-9%	-10%	6%	O=C(CCNS(=O)(=O)c1cccs1)N1CCN(c2cccc(Cl)c2)CC1
6%	1%	4%[57.1 µM]	3%	-6%	22%	-17%	4%	35%	NS(=O)(=O)c1ccc(NC(=O)CN2CCCC2)cc1
0%	-4%	-2%[57.1 µM]	2%	-3%	-6%	-6%	i	44%[activator]	COc1cccc(OCC(=O)NC2CC(=O)N(c3cccc(OC)c3)C2)c1 (centres undefined)
10%	-10%	26%	7%	5%	-11%	-17%	i	29%	CCN(c1ccccc1)S(=O)(=O)c1ccc(Cl)c(C(=O)O)c1
-3%	-18%	4%[57.1 µM]	-7%	13%	15%	-20%	-8%	19%	COc1ccc([N+](=O)[O-])cc1/C=N/NC(=O)c1nonc1N
.	0%	-7%	8%	-4%	31%	12%	7%	20%	O=C(OCc1ccccc1)c1cn(-c2ccccc2)nc1-c1ccncc1
-9%	?	12%[57.1 µM]	?	-3%	-14%	-19%	-10%	37%	Cc1cccc(Nc2sc(C(=O)c3cc4cc(Cl)ccc4o3)c(N)c2C#N)c1
0%	-16%	8%	1%	3%	8%	-17%	-5%	25%	COc1cccc(CN(C(=O)c2oc3cc(C)ccc3c2C)C2CCS(=O)(=O)C2)c1 (centres undefined)
-5%	?	-2%[57.1 µM]	-2%	0%	-10%	10%	-2%	20%	O=C1c2cc(S(=O)(=O)N(CCO)CCO)ccc2-c2ccc(S(=O)(=O)N(CCO)CCO)cc21
-2%	54%[activator]	9%	5%	12%	8%	-6%	-4%	20%[57 µM]	Cn1nc(C(=O)NNC(=O)CCOc2ccc(C(C)(C)C)cc2)c2ccccc2c1=O
2%	-2%	22%[57.1 µM]	-3%	7%	-9%	9%	i	25%	COc1cccc(NC(=O)C(=O)NCCc2ccc(F)cc2)c1
39%[activator]	?	17%[57.1 µM]	4%	12%	-4%	?	6%	9%	COC(=O)C1=C(N)Oc2c(oc(CO)cc2=O)C1c1ccc(F)cc1 (centres undefined)
-11%	-8%	11%	0%	3%	-2%	-13%	i	26%	Cc1ccc(-c2noc(-c3ccc(N4CCCCC4C)c([N+](=O)[O-])c3)n2)cc1 (centres undefined)
-14%	-5%	?	-4%	-3%	22%	28%	-8%	45%[activator]	Cc1ccc(SC(C)C(=O)O/N=C(\N)c2ccncc2)cc1 (centres undefined)
-3%	3%	-24%	4%	1%	1%	?	-12%	39%	Cc1[nH]c(=O)[nH]c(=O)c1/C=N/NC(=O)[C@@H](N)CC(C)C
-1%	?	4%[11.4 µM]	-7%	12%[15.4 µM]	?	50µM*	-1%	?	O=C(CSc1nc2ccccc2s1)Nc1ccc(Cl)c(C(=O)O)c1
11%	0%	12%	0%	-13%	18%	-4%	-1%	14%	COc1ccc(N2CC(C(=O)Nc3ccc(F)cc3F)CC2=O)cc1 (centres undefined)
43%[activator]	4%	-5%[57.1 µM]	6%	-1%	-37%	-7%	-5%	21%	COc1ccccc1NC1SC(=O)N(c2ccccc2)C1=O (centres undefined)
-18%	.	1.1µM*	3%	-5%	?	-25%	2%	?	O=[N+]([O-])c1c(NCCO)cc(Sc2nc3ccccc3s2)c2nonc12
-10%	18%	-15%	18%	0%	-3%	-8%	1%	36%	COc1ccc(COn2c(=O)c(C)[n+]([O-])c3ccccc32)cc1OC
-1%	?	-1%	19%	-2%	43%	-15%	3%	14%	CC(C)c1ccc(OCC(=O)NC(=S)Nc2ccc3c4c(cccc24)CC3)cc1
1%	9%	28%	-2%	-4%	-36%	10%	-4%	9%	CCn1c(SCc2ccccc2)nc2c1c(=O)[nH]c(=O)n2C
-3%	0%	11%[57.1 µM]	0%	-4%	-7%	-4%	i	16%	O=C(Oc1ccc(-c2cnc3ccccc3n2)cc1)c1cc([N+](=O)[O-])ccc1Cl
-3%	-12%	20%[57.1 µM]	-3%	-3%	-6%	-11%	0%	28%	O=C(Cn1c(=O)n2nc(-c3cccc(F)c3)nc2c2ccccc21)NCc1ccc(Cl)cc1
93%[activator]	?	-7%	4%	.	-45%	-20%	-2%	49%[activator]	Cn1c(=O)c2cc(NC(=O)c3ccccc3Cl)c(=O)oc2n(C)c1=O
2%	-7%	11%	2%	-8%	-24%	-6%	i	26%	CCc1ccccc1NS(=O)(=O)c1cc2c3c(c1)CCN3C(=O)CC2
0%	6%	-2%	-3%	1%	-2%	-18%	i	-5%	NS(=O)(=O)c1ccc(CCNC(=O)c2ccc(Cl)c(S(=O)(=O)NCc3ccco3)c2)cc1
2%	-27%	26%[57.1 µM]	-11%	2%	10%	-25%	-4%	21%	Oc1ccc(C[C@H]2CNCCN2CC2(c3ccccc3)CC2)cc1

Random excerpt: four entries already listed, in no set order.
GLS inhibitor	12-LOX inh	rTrxR1 inhibitor	Pin1 inh	ERG Ets-DNA blk	RGS4 inhibitor	JMJD2A Tudor	Tb PGK inh	HP1b binding inh	compound
0%	-4%	-2%[57.1 µM]	2%	-3%	-6%	-6%	i	44%[activator]	COc1cccc(OCC(=O)NC2CC(=O)N(c3cccc(OC)c3)C2)c1 (centres undefined)
43%[activator]	4%	-5%[57.1 µM]	6%	-1%	-37%	-7%	-5%	21%	COc1ccccc1NC1SC(=O)N(c2ccccc2)C1=O (centres undefined)
-10%	18%	-15%	18%	0%	-3%	-8%	1%	36%	COc1ccc(COn2c(=O)c(C)[n+]([O-])c3ccccc32)cc1OC
10%	-10%	26%	7%	5%	-11%	-17%	i	29%	CCN(c1ccccc1)S(=O)(=O)c1ccc(Cl)c(C(=O)O)c1

Other entries follow.
GLS inhibitor	12-LOX inh	rTrxR1 inhibitor	Pin1 inh	ERG Ets-DNA blk	RGS4 inhibitor	JMJD2A Tudor	Tb PGK inh	HP1b binding inh	compound
17%	0%	18%[57.1 µM]	-2%	-15%	46%	1%	3%	57%[activator]	Cc1cc2c3c(ccc(C)c3n1)N=CN2c1ccccc1
-7%	?	13%[57.1 µM]	-2%	-6%	1%	-24%	-4%	54%[activator]	Cc1cc(C(=O)Nc2ncn[nH]2)ccc1[N+](=O)[O-]
-3%	-30%	31%	16%	-5%	-51%	-33%	-16%	30%	O=C(N/N=C/C=C\c1ccccc1[N+](=O)[O-])c1cc(-c2ccc3ccccc3c2)n[nH]1
8%	-16%	-4%	-11%	0%	-15%	-9%	i	34%	CC1=C(C(=O)OC2CCCC2)C(c2ccc(F)cc2F)CC(=O)N1 (centres undefined)
-1%	0%	0%	3%	0%	-48%	?	-4%	?	O=[N+]([O-])c1ccc(SCc2ccco2)cc1N1CCOCC1
8%	0%	20%[57.1 µM]	2%	-9%	9%	5%	-6%	37%	Cc1nc(CSc2ccc(Cl)cc2)cc(N2CCOCC2)n1
-6%	-16%	?	2%	10%	-43%	?	-1%	18%	CCC(C)Nc1nc(Cl)nc(N(C#N)CN2C(=O)c3ccccc3S2(=O)=O)n1 (centres undefined)
-7%	12%	-1%	7%	25%	-13%	-7%	-13%	33%	Cc1cccc(NC(=O)c2cc3c(s2)-c2c(C)cccc2OC3)n1
-3%	-16%	-3%	-3%	-4%	-17%	-7%	4%	39%	O=C(Nc1cccc2c1CCCC2)C1CCN(C(=O)NC2CCCCC2)CC1
-2%	2%	1%	-4%	.	-34%	-3%	i	28%	COCCN(CCOC)S(=O)(=O)c1ccc(C(=O)Nc2nc3c(s2)CCc2ccccc2-3)cc1
-13%	10%	17%[57.1 µM]	-1%	1%	-3%	-9%	-1%	34%	COc1ccc(C(=O)c2c[nH]c(C(=O)NCCCN3CCOCC3)c2)cc1
6%	0%	8%[57.1 µM]	4%	-3%	3%	-3%	6%	28%	O=C(CN(Cc1ccccc1F)C(=O)Cn1nnc(-c2cccs2)n1)NC1CCCCC1
1%	1%	-6%	-1%	-1%	?	-30%[57.1 µM]	-6%	?	COC(=O)c1ccccc1OCCOCCOc1cccc2cccnc12
-10%	-8%	20%	-3%	13%	-9%	-25%	-9%	42%[activator]	COC(=O)CCC(NS(=O)(=O)OCC(Cl)(Cl)Cl)c1ccccc1 (centres undefined)
34%[activator]	0%	?	0%	-8%	-7%	-16%	-5%	2%	CCCc1[nH]nc2c1C(c1ccc(O)c(OC)c1)C(C#N)=C(N)O2 (centres undefined)
17%	-5%	7%	-1%	3%	-21%	?	5%	8%	Cc1ccc(S(=O)(=O)c2c(C)nn(-c3ccccc3)c2OC(=O)c2ccc(Br)o2)cc1
3%	-6%	15%[57.1 µM]	-1%	2%	-16%	2%	8%	24%[57 µM]	CCOc1ccccc1NCc1nnc2n1CCCCC2
-7%	0%	-39%	-2%	-5%	-24%	-23%	-10%	13%	COc1ccccc1NC(=S)NCc1ccco1
